TAAR1 ag: human TAAR1 agonism; Q96RJ0; CHO RD-HGA16 TAAR1, Fluo-8 calcium fluorescence; vehicle wells 0%, saturating PEA agonist 100%; activation, % at 3 µM; actives 0.99% (n = 360,000);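 active means activation above the mean activation of all test compounds in the run plus 3 SD, cut at about 38% in these data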
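Test system: RD-HGA16 (CHO) cells co-expressing Gα16 and hTAAR1 | Doses: Single dose, 3 µM | Schedule: 17-24 h seeding, 75 min 37 °C dye, 30 min RT | Evaluation: % activation from peak over basal fluorescence ratio, DMSO-to-PEA scaled | Technique: Kinetic Fluo-8 calcium fluorescence | Benchmarks: Low control DMSO, high control PEA (EC100)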
CHRM5 agonist: CHRM5 agonism in calcium assay; actives 0.19% (n = 360,000); activation, % at 3 µM; CHO-K1 hM5 cells, Fluo-8 calcium fluorescence; 0% DMSO wells, 100% maximal acetylcholine response;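 active means activation above the run's mean over test compounds plus 3 SD, cut at about 23% in these data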;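 further: signal is peak over basal fluorescence ratio across the kinetic read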
Target sequence (P08912 whole entry, looked up): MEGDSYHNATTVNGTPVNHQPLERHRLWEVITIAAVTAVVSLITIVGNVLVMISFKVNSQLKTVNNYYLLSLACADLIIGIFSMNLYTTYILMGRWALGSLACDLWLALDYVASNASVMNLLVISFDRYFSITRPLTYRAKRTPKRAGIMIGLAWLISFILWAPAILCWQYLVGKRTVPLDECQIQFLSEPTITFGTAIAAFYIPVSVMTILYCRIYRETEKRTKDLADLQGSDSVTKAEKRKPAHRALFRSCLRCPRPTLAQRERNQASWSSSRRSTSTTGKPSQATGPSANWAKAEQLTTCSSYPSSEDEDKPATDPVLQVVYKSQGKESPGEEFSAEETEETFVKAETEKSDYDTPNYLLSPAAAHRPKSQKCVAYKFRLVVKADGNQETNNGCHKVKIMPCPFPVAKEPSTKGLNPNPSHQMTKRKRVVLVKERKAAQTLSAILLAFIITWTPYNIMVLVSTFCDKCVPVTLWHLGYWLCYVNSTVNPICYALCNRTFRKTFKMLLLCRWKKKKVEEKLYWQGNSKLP
CHRM4 antagonist: blocks acetylcholine activation of human M4 receptor | CHO-hM4 cells, ACh EC80, Fluo-8 calcium fluorescence | P08173 | AID 624125 | inhibition, % at 3 µM | actives 0.73% (n = 360,000);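 active means inhibition above its plate's cutoff, the mean inhibition of sample wells plus 3 SD, cut at about 27% in these data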;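 further: 0% = acetylcholine EC80 with DMSO and 100% = DMSO without agonist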
Target sequence (P08173 whole entry, looked up): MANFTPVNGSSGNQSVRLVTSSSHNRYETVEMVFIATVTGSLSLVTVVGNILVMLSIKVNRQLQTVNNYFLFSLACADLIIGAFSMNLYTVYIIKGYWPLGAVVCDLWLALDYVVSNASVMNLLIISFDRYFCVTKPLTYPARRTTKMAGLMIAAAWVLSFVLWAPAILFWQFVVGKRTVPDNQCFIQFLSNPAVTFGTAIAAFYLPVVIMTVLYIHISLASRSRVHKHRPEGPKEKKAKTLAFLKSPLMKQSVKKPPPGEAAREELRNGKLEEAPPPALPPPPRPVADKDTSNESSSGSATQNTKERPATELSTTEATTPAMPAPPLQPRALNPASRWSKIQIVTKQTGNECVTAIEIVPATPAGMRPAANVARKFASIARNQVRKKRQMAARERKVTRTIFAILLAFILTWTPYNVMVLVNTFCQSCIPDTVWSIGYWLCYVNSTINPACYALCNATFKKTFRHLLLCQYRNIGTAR
M1 PAM: potentiates human M1 receptor response to acetylcholine | P11229 | CHO-K1 hM1, Fluo-8 calcium fluorescence, ACh EC20; 0% = ACh EC20, 100% = maximal ACh | actives 0.088% (n = 360,000) | activation, % at 3 µM; in the data active means activation above about 19%, passing the limit was not always enough
M4 ag: agonists of human muscarinic M4 receptor (CHRM4) | CHO-K1 hM4/Gqi5, Fluo-8 calcium fluorescence; vehicle 0%, full acetylcholine response 100% | activation, % at 3 µM | actives 0.14% (n = 360,000) | AID 624127;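 active means activation above the run mean over all test wells plus 3 SD, cut at about 32% in these data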;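 further: peak over basal fluorescence ratio per well then scaled between controls; 0% = DMSO wells and 100% = acetylcholine at EC100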
CHRM5 PAM: potentiates acetylcholine response at human M5 receptor; activation, % at 3 µM; CHO-K1 hM5, Fluo-8 calcium, ACh EC20 PAM; 0% = ACh EC20, 100% = ACh EC100; actives 0.3% (n = 360,000); AID 624038;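 active means activation above the run cutoff, the mean activation of all test compounds plus 3 SD, cut at about 18% in these data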
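Test system: CHO-K1 hM5 cells / Doses: single-point, 3 µM nominal / Times: Post-acetylcholine fluorescence recording 140 s / Technique: Fluo-8 calcium fluorescence / Measure: Max/basal fluorescence ratio as % of EC20–EC100 ACh window / Benchmarks: low control EC20 acetylcholine (0%), high control EC100 acetylcholine (100%) / Replicates: one well per compound, no replicates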
CHRM1 agonist: agonists of human M1 muscarinic receptor; actives 0.33% (n = 360,000); P11229; activation, % at 3 µM; CHO-K1 hM1, Fluo-8 calcium fluorescence, agonist mode; 0% DMSO, 100% acetylcholine EC100;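 active means activation above the run's mean compound activation plus 3 SD, cut at about 16% in these data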;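 further: peak over basal fluorescence ratio within a 140 s kinetic read after compound addition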
M1 antag: blocks human M1 muscarinic receptor | actives 1.3% (n = 360,000) | CHO-K1 hM1, Fluo-8 calcium fluorescence, ACh EC80 antagonist | P11229 | inhibition, % at 3 µM;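 active means percent inhibition above its own plate's cutoff, namely the mean of that plate's compound wells plus 3 SD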;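 further: peak over basal fluorescence ratio during 140 s after agonist addition; 0% = ACh EC80 plus DMSO and 100% = DMSO alone without agonist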
M5 antag: antagonists of human muscarinic M5 receptor (CHRM5); inhibition, % at 3 µM; CHO-hM5 cells, Fluo-8 calcium fluorescence, ACh EC80; actives 0.59% (n = 360,000);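 active means inhibition above a per-plate cutoff, the mean of that plate's test compounds plus 3 SD, cut at about 27% in these data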;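 further: 0% = acetylcholine EC80 with DMSO and 100% = DMSO without agonist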
The depositor's hits bear a star; . = not tested or not shown. Only part of the results is shown; the hit share may differ from the screen's.

SMILES	TAAR1 ag	CHRM5 agonist	CHRM4 antagonist	M1 PAM	M4 ag	CHRM5 PAM	CHRM1 agonist	M1 antag	M5 antag
CC(Sc1nc(-c2ccccc2)c(-c2ccccc2)[nH]1)C(=O)NCC1CCCO1 (stereo unspecified)	2	0	-23	10	6	-2	0	-21	5
COc1ccc(N2CCN(CCNC(=O)c3ccc(NC(=O)C4CCCO4)cc3)CC2)cc1 (stereo unspecified)	12	-1	1	1	1	-1	5	2	0
O=C(c1ccccc1)N1CC(COc2ccccc2)OC(c2cccnc2)O1 (stereo unspecified)	8	1	-5	11	5	8	2	-33	1
Cn1cnnc1SCC(=O)N/N=C/c1ccc(OCC(N)=O)cc1	4	-2	0	5	0	-2	-1	-6	7
CC1=CC(=O)C2=C(C)CCC3C(C)C(=O)OC3C12 (stereo unspecified)	1	2	-13	9	1	0	-5	-10	1
CN=C1S/C(=C\c2ccc(O)c(OC)c2)C(=O)N1C	-1	0	-4	-1	1	-3	-5	10	9
O=C(CCc1ccc(S(=O)(=O)NC2CCCCC2)cc1)Nc1ccccc1	26	3	-14	3	9	-3	0	-7	0
Cc1cccc2sc(NC(=O)CN3C(=O)c4ccccc4C3=O)nc12	2	-3	-3	2	1	0	-4	-16	1
COc1cccc(N2CCN(C(=O)CSc3ccc(F)cc3)CC2)c1	0	0	-6	-9	3	0	-1	29	10
CN/C=C1\C(=O)C(C)(C)Oc2ccc3ccc(=O)oc3c21	11	-3	4	-4	3	-3	-3	3	2

Part of the list above with just M5 antag:
Structure | M5 antag
CN=C1S/C(=C\c2ccc(O)c(OC)c2)C(=O)N1C | 9
O=C(CCc1ccc(S(=O)(=O)NC2CCCCC2)cc1)Nc1ccccc1 | 0
Cc1cccc2sc(NC(=O)CN3C(=O)c4ccccc4C3=O)nc12 | 1
COc1cccc(N2CCN(C(=O)CSc3ccc(F)cc3)CC2)c1 | 10

New compounds follow
SMILES	TAAR1 ag	CHRM5 agonist	CHRM4 antagonist	M1 PAM	M4 ag	CHRM5 PAM	CHRM1 agonist	M1 antag	M5 antag
Cc1ccccc1OCC(O)Cn1c(NCc2ccco2)nc2c1c(=O)n(C)c(=O)n2C (stereo unspecified)	14	3	-1	-7	19	-9	2	-15	2
CN(CC(=O)Nc1c(Cl)cccc1Cl)C(=O)c1sccc1-c1ccccc1	5	-1	-18	7	7	2	-3	-10	2
C[C@@]12CCC3[C@@](CCC4[C@@]3(C)CCC[C@@]4(C)C(=O)O)(CC1=O)C2 (stereo partly specified)	5	1	-2	12	2	1	4	18	3
O=C1OCCC1Sc1nc2ccccc2c(=O)n1Cc1ccccc1 (stereo unspecified)	3	-7	-1	-2	18	-9	-5	5	17
CCOc1ccc(CCNC(=O)c2cc(S(=O)(=O)N3CCOCC3)ccc2C)cc1OCC	-1	-2	-1	2	1	6	-3	-3	-6
COc1ccc(C(=O)NC(=S)Nc2ccc(CN3CCOCC3)cc2)cc1OC	6	1	5	3	6	-2	-6	-6	4
c1ccc2c(c1)Cc1cc3ccccc3nc1-2	3	-2	-15	16	3	0	-1	-22	0
O=C(COC(=O)/C=C/c1cccs1)Nc1ccc(F)cc1	12	2	-18	4	6	-1	0	-7	-4
Nc1cc(=O)[nH]c(SCC(=O)Nc2cccc(S(=O)(=O)N3CCCCCC3)c2)n1	4	-2	6	8	1	2	-7	-13	13
COc1cc2[nH]c(C(=O)NCC3CCCO3)cc2c(OC)c1OC (stereo unspecified)	0	-3	2	3	2	-3	-3	-13	11
CC(=O)N1CCN(c2ccccc2NC(=O)c2ccc3ccccc3c2)CC1	12	-2	4	8	8	0	-4	-8	8
CCN(CC)C(=O)CCS(=O)(=O)c1cccc2nonc12	3	1	-3	3	3	6	-4	-3	-1
CCN1C(=O)N[C@@H](c2ccc(Br)cc2)C(C(C)=O)=C1C	5	-5	-3	10	1	12	-8	-12	-6
CCOC(=O)[C@]12CCC=C1N(Cc1ccco1)C(=O)[C@H](CC(=O)NCc1ccc(C)o1)C2	1	0	-2	.	1	0	.	.	-2
COC(=O)c1ccccc1NC(=O)C1CC(c2ccccc2O)=NO1 (stereo unspecified)	6	2	-4	-1	-1	6	-2	9	-6
Cc1ccccc1C(=O)O/N=C1\CCS(=O)(=O)c2sccc21	16	-1	7	7	2	-3	-2	-12	11
O=C1/C(=C/c2ccc([N+](=O)[O-])cc2)C=C(c2ccccc2)N1c1ccccc1	18	2	-2	3	4	5	3	3	4
Cc1ccc(-n2cccc2C(=S)N=P(N(C)C)(N(C)C)N(C)C)cc1	-3	-7	3	-5	0	-1	-16	-2	-1
CCCc1cc(=O)n2[nH]c(C)nc2n1	8	-2	-23	9	1	4	-3	-8	-8
O=C(Cc1ccc(Cl)cc1)Nc1ccccc1N1CCOCC1	5	-3	-12	9	0	-2	-4	-9	-1
CCOc1cc2[nH]c(=O)n(CCCCC(=O)NCc3ccco3)c(=O)c2cc1OCC	0	0	-6	12	0	-4	-1	-20	-1
COc1ccc2c(Cl)cc(NC(=O)Nc3c(C)cccc3C)nc2c1	1	0	8	6	0	-2	-1	-10	6
CC1CC(C)CN(S(=O)(=O)c2ccc3oc(=O)ccc3c2)C1 (stereo unspecified)	0	-5	1	9	1	2	-4	-13	10
CCOC(=O)C1(Cc2ccccc2Cl)CCN(S(=O)(=O)N(C)C)CC1	14	-6	-4	9	0	-9	-12	-7	1
CN(Cc1ccc(Cl)c(Cl)c1)C(=O)C1CSC2(C)CCC(=O)N12 (stereo unspecified)	1	0	4	1	4	-7	-4	-3	15
C[C@H]1CN([C@@H](C)CO)C(=O)CCCn2cc(nn2)CO[C@@H]1CN(C)C(=O)Oc1ccccc1	2	2	-5	16	0	6	-2	-16	-8
COC(=O)c1sccc1NC(=O)c1csc(C)c1	19	-3	-1	5	0	-1	-6	-9	-4
COc1ccc(S(=O)(=O)N2CCOCC2)cc1NC(=O)c1cccc(-n2cccc2)c1	0	-4	0	5	2	3	-4	-8	4
CCc1ccc2nc(/N=C(\N)NC(=O)c3ccccc3)nc(C)c2c1	1	1	5	10	1	1	-2	-9	10
O=C(NC(Cc1c[nH]c2ccccc12)C(=O)O)/C(=C/c1ccco1)NC(=O)c1ccccc1 (stereo unspecified)	12	-1	-7	1	1	-2	-5	5	-8
O=C(NCc1ccccn1)C(=O)Nc1ccccc1	9	-4	-2	10	0	2	-1	-15	2
COC(=O)C(NC(=O)c1ccccc1C)(Nc1ncc(S(=O)(=O)c2ccc([N+](=O)[O-])cc2)s1)C(F)(F)F (stereo unspecified)	70*	22	7	4	11	-13	17*	2	7
C(=N\n1cnnc1)/c1ccccc1OCCOc1ccccc1	1	-2	13	-1	1	-2	-5	5	3
CC(C)NC(=S)NC(c1ccccc1)(c1ccccc1)c1ccccc1	7	-13	-10	5	-3	-17	-5	-11	-2
COCCCNc1nc2c(c(=O)n(C)c(=O)n2C)n1Cc1cccc(OC)c1	1	-2	0	10	0	-4	-4	-31	2
N#Cc1c(N)nc2c(c1-c1ccc3c(c1)OCO3)CCc1ccccc1-2	3	-3	-4	-2	2	-13	-4	1	18
O=C(CCS(=O)(=O)c1ccc(Br)cc1)N1CCCCCC1	0	-1	3	11	2	3	-1	-16	-7
CC(=O)c1ccc(Oc2cc(C(F)(F)F)cnc2C(N)=O)cc1	3	-2	-1	-4	1	-2	-5	-10	4
Clc1ccc(OCc2cn3ccccc3n2)c2ncccc12	-1	-5	-5	10	1	-12	-13	-4	35*
Cc1ccc(NC(=O)CSc2nncs2)cc1Cl	19	-3	3	-4	0	-10	-3	6	10
O=C(Nc1ccc([N+](=O)[O-])cc1)C1C(c2ccccc2)=C1c1ccccc1	0	0	0	1	1	-1	-4	-2	-4
NC(=O)C1CCN(S(=O)(=O)c2ccccc2[N+](=O)[O-])CC1	2	0	5	4	1	1	-1	-5	-5
CCOc1cc(CNCC(O)c2ccccc2)cc(Cl)c1OC (stereo unspecified)	8	0	0	-8	3	-3	-5	15	1
COCCNC(=O)C(=O)N/N=C(\C)CC(=O)Nc1cccc(C(F)(F)F)c1	0	2	2	3	3	2	-3	-3	-9
Cc1nc(/C(N)=N/OC(=O)c2c(-c3ccccc3Cl)noc2C)cs1	1	-4	10	-6	8	-14	-4	13	17
CCC1CCc2c(sc(NC(=O)CSc3nc(-c4ccco4)cc(C(F)(F)F)n3)c2C#N)C1 (stereo unspecified)	-3	3	4	-4	1	2	-1	7	3
COC(=O)CN(C(=S)Nc1ccc(F)cc1)C1CC(=O)N(c2ccc(OC)cc2)C1=O (stereo unspecified)	17	6	9	-1	12	-6	-1	6	5
CCN1CCN(CCOc2ccccc2-c2ccccc2)CC1	1	-15	-7	8	4	-2	-6	-15	8
Cc1ccc(-n2c(SCc3ccc(C(=O)O)cc3)nnc2-c2ccncc2)cc1	-1	1	-9	6	1	-3	-3	-14	8
CCOC(=O)c1sc(NC(=O)COC(=O)c2ccco2)nc1C	-3	1	-12	-2	1	-5	0	5	-8
Additional results.
SMILES	TAAR1 ag	CHRM5 agonist	CHRM4 antagonist	M1 PAM	M4 ag	CHRM5 PAM	CHRM1 agonist	M1 antag	M5 antag
Cc1ccc(-c2nn(-c3ccccc3)cc2C(=O)NN2CCN(C)CC2)cc1	2	-3	-7	2	7	-10	-8	-4	10
Cc1nc2c(cnn2-c2ccccc2Cl)c(=O)n1-c1ccc(C(C)C)cc1	7	2	10	5	3	-6	-1	-3	5
COCCn1c(Cc2ccccc2)nnc1SCC(=O)NC(C)(C)C	7	0	8	7	0	0	-1	-1	-8
COc1cc(N)c(Cl)cc1NC(=O)c1ccccc1	4	-4	-2	8	1	7	-4	-5	-5
OCC1OC(n2cnc3c(NCc4ccccc4O)ncnc32)C(O)C1O (stereo unspecified)	0	-1	-3	3	1	-1	-3	-9	10
COc1ccccc1NC(=O)c1cc(-c2cc(OC)c(OC)c(OC)c2)nc2ccccc12	2	-1	4	-10	6	-6	-4	25	11
O=C(Oc1ccc(Nc2ncnc3ccccc23)cc1)c1cccnc1	13	5	1	-11	7	0	-3	4	-7
COc1cccc(NC(=O)C(Cc2ccccc2)n2cccc2)c1 (stereo unspecified)	-4	-7	-9	1	4	-3	-4	-8	3
COC(=O)CN1C(=O)COc2ccc(S(=O)(=O)NCc3ccc(Cl)cc3)cc21	1	-3	0	8	1	5	0	-6	1
O=C(CC1NCCNC1=O)Nc1ccc(Oc2ccccc2)cc1 (stereo unspecified)	4	4	-4	8	-1	9	-3	-4	-5
CCc1ccc(NC(=O)CSc2nc(=O)n(CCCN(C)C)c3c2CCC3)cc1	0	-6	-9	1	0	-19	-8	-4	31*
COc1ccccc1OCC(=O)NNC(=S)NC(=O)c1ccco1	8	0	5	-9	-1	6	-3	17	4
O=C1CC(N2CCC(O)(c3ccc(Cl)cc3)CC2)C(=O)N1 (stereo unspecified)	1	-2	0	-4	0	-3	-4	-1	8

Source: PubChem
